From PubChem BioAssay
FID counter = compounds displacing fluorescent DNA intercalator, primary screen, artefact control for HCV NS3 helicase inhibitor project, biochemical, FID fluorescence; DNA fluorescent intercalator displacement; inhibition, % at 7.9 µM; 0.17% of 290,000 active; in the data active = inhibition above about 37%;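 also: 0% = vehicle and 100% = reference compound; higher means more ethidium bromide displaced from hairpin DNA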
MEKK2 WT-MEK5 = modulators of MEK5 binding to wildtype MEKK2, primary screen, biochemical, multiplex bead flow cytometry, Alexa488-MEK5; 1.1% of 290,000 active; binding response (% of control), % at 10 µM; Alexa488-MEK5 binding to MEKK2 WT; actives lie on both sides; in the data active = binding response below about 67% or above about 130%
GPR7 antag = GPR7 receptor antagonists, primary screen, cell-based, fluorescence, single concentration; Neuropeptides B/W receptor type 1 (Homo sapiens), P48145; GPR7-expressing cells, fluorescence antagonist assay; inhibition, % at 4.4 µM; 1.1% of 290,000 active; AID 1861, 2009; in the data active = inhibition above about 16%, passing the limit was not always enough;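 also: cells stimulated with the agonist NPW; 0% = agonist with vehicle and 100% = vehicle without agonist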
Target sequence (P48145 whole entry, looked up): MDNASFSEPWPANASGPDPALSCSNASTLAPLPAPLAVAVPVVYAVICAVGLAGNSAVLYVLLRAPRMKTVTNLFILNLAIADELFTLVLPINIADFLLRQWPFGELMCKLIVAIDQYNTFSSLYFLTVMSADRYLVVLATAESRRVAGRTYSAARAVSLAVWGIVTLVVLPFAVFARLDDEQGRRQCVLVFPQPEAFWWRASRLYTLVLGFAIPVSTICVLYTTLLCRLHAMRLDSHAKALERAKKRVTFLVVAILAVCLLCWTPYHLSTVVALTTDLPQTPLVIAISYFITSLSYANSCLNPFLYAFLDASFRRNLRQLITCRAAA
MEKK2mut PB1 HTS = MEK5 binding signal on mutant MEKK2 PB1, primary screen, biochemical, multiplex bead flow cytometry, Alexa488-MEK5; Alexa488-MEK5 binding to MEKK2 mutant; 0.35% of 290,000 active; percent response, % at 10 µM; AID 1530, 2009; in the data active = percent response above about 24%, passing the limit was not always enough; also: inactives centre near 1; some results filed as inactive read as strong as hits; reference of the scale not given here
MEKK3 PB1 HTS = modulators of MEKK3-MEK5 PB1 binding, primary screen, biochemical, wildtype MEKK3, multiplex bead flow cytometry, Alexa488-MEK5. Mitogen-activated protein kinase kinase kinase 3 (Homo sapiens), Q99759. bead-based flow cytometry, Alexa488-MEK5 binding to MEKK3; actives lie on both sides; 0 = blocked by unlabeled MEK5, 100 = vehicle. binding response (% of control), % at 10 µM. 1.4% of 290,000 active;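 active = binding response more than 3 SD above or below the average of its plate-row segment, actives on both sides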;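 also: Alexa488 bead fluorescence after subtracting the streptavidin-only scavenger bead signal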
NALP1 inh = NALP1 inflammasome inhibitors in reconstituted yeast, colorimetric, S. cerevisiae, triplicate retest | AID 2071, 2009 | 0.61% of 280,000 active | inhibition, % at 10 µM | S. cerevisiae NALP1/ASC/caspase-1 growth, X-gal OD620, 72 h; in the data active = inhibition mostly above about 24%, no sharp cut-off; inactive = mostly below about 32%; also: some compounds called inactive have numbers as strong as hits
PHOSPHO1 block = PubChem AID 1565. Phosphoethanolamine/phosphocholine phosphatase (Homo sapiens), Q8TCT1. recombinant PHOSPHO1, absorbance phosphatase assay. inhibition, % at 13.3 µM. 1.1% of 290,000 active; in the data active = inhibition above about 60%
Target sequence (Q8TCT1 whole entry, looked up): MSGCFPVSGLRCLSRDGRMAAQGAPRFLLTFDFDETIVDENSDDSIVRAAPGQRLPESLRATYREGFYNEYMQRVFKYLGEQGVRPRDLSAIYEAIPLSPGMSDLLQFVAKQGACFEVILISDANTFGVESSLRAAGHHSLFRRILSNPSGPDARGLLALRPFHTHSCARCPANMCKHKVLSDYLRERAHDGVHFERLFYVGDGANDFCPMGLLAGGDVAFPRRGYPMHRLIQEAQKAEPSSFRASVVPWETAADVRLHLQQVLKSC
M18AAP inhibitor = PfM18AAP inhibitors, malaria aminopeptidase, primary screen, biochemical, QFRET, recombinant enzyme | 1.2% of 290,000 active | inhibition, % at 7.35 µM | M18 aspartyl aminopeptidase (Plasmodium falciparum 3D7) | H-Glu-NHMec fluorogenic cleavage | AID 1822, 2009;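 active = inhibition above the campaign mean inhibition over all tested compounds plus 3 SD, cut at about 28% in these data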;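 also: 0% = plate median of test compound wells and 100% = 2 mM ZnCl2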
OXTR agonist = human OXTR agonists, primary screen, fluorescence, CHO-OTR cells, Fluo-8 calcium. AID 2435, 2010. 0.32% of 320,000 active. Oxytocin receptor (Homo sapiens), P30559. Fluo-8 calcium fluorescence; normalized: DMSO 0%, oxytocin 100%. activation, % at 3 µM;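 active = activation above the mean of all tested compounds plus 3 SD, cutoff set per screening run, cut at about 20% in these data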;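 also: peak over basal fluorescence ratio from a 100 s FLIPR kinetic read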
Target sequence (P30559 whole entry, looked up): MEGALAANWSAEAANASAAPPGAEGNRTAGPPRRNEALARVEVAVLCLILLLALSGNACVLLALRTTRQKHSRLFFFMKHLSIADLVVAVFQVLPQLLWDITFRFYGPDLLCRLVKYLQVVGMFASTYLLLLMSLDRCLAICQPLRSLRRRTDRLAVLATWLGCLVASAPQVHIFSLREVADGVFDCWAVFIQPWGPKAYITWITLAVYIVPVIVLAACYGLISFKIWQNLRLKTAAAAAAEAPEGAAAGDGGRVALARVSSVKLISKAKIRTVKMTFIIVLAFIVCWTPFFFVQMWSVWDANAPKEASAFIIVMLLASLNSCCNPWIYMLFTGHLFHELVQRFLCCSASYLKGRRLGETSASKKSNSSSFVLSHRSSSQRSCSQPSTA
Active calls of the source: *; . = no result given; & = joins results of further samples; ! = repeats disagree.

SMILES	FID counter	MEKK2 WT-MEK5	GPR7 antag	MEKK2mut PB1 HTS	MEKK3 PB1 HTS	NALP1 inh	PHOSPHO1 block	M18AAP inhibitor	OXTR agonist
O=C(CN1C(=O)NC(Cc2c[nH]c3ccccc23)C1=O)NCCc1ccc(F)cc1 (stereo unspecified)	-12	98	-6	10	99	24	0	-2	-0.4
COc1cc(C2NC(C(=O)O)CS2)ccc1OCc1ccccc1C#N (stereo unspecified)	-2	104	-11	1	103	34	25	24	.
CCOCCCNC(=O)c1c(C)[nH]c(C(=O)OCC)c1C	-4	.	-14	.	.	34	0	1	0.1
C=CCNC(=S)NNC(=O)c1ccc(C)c(Cl)c1	1	94	4	-3	99	18	-114	4	0.9
COc1ccc(S(=O)(=O)N2CCOCC2)cc1NC(=O)c1ccc(-n2nc(C)cc2C)cc1	-9	99	-13	1	99	.	4	2	0.0
COc1ccc(NC(=O)C2CCN(C(=O)Cc3ccccc3)CC2)cc1OC	-20	104	-8	-1	115	5	-15	-7	0.5
O=C(Nc1ccccc1)C1=C[C@@H](c2ccc3c(c2)OCO3)C[C@@H](OCCCCO)O1	.	103	.	-2	101	.	.	.	0.0
CC(CNC(=O)CC(C)(C)C)NC(=O)CC(C)(C)C (stereo unspecified)	4	102	-16	7	123*	9	-10	-5	1.1
COCC1CCCN(Cc2cn(-c3ccccc3)nc2-c2ccc3c(c2)OCO3)C1 (stereo unspecified)	13	98	2	-3	93	21	45	3	0.3
Cc1ccccc1Cn1ccc(NC(=O)c2cc3nc(-c4ccco4)cc(C(F)(F)F)n3n2)n1	-3	104	3	8	103	-4	2	4	-0.9
O=C(Nc1cccc(Cl)c1)NC1CC2CCC1C2 (stereo unspecified)	-6	105	-9	2	102	15	-8	-1	1.0
Cc1ccccc1NC(=O)Nc1c(C)n(C)n(-c2ccccc2)c1=O	-6	106	-9	8	102	4	37	-1	-0.3
O=c1[nH]c2cccnc2n1-c1ccc([N+](=O)[O-])cc1	1	99	-9	-1	99	9	24	-1	2.2
CC(=O)NCCC(=O)Nc1nc(-c2c[nH]c3ccccc23)cs1	-1	102	3	2	99	14	31	4	.
CC(O)/C=C/C1OC(=O)CC1Nc1ccc(C=O)cc1 (stereo unspecified)	-7	99	-20	2	103	-5	16	6	1.2
COc1ccc(C(=O)N[C@H](C(=O)OCC(=O)NC(=O)c2cccn2C)C(C)C)cc1	-10	111	0	23	104	18	-14	-2	-0.4
Cc1ccc(S(=O)(=O)NC(CC(=O)NCC2CCCO2)c2ccccc2)cc1 (stereo unspecified)	-18	97	-14	-1	102	13	26	0	0.3
Cc1cccc(C(=O)N2CC(=O)Nc3ccc(F)cc3C2c2ccc(F)cc2)c1 (stereo unspecified)	-35	110	0	10	111	19	34	6	3.2
COc1ccc(N2C(=O)c3cccc4c(N(C)CCO)ccc(c34)C2=O)cc1	-22	104	-1	5	102	12	30	6	.
Cc1cc(C)n(-c2ncnc3sc4c(c23)CC(C)CC4)n1 (stereo unspecified)	-5	116	-10	12	103	-4	21	10	-1.9
CCOC(=O)N1CCN(c2ccc(F)cc2[N+](=O)[O-])CC1	-5	94	6	2	93	40	2	-6	-1.1
O=C(Cn1cc(C(F)(F)F)ccc1=O)N/N=C/c1ccc(Cl)cc1	-9	111	-6	5	111	7	-32	1	1.5
Cc1ccc(CN2CCN(Cc3cccc(-n4cccn4)c3)CC2CCO)cc1 (stereo unspecified)	8	103	-3	2	101	17	-2	-2	0.6
COc1cccc2cc(C(=O)C3=C(O)C(=O)N(CCN4CCOCC4)C3c3cccc(Cl)c3)oc12 (stereo unspecified)	-75	96	-8	-1	99	6	20	14	-0.3
CCSC1=NCCN1S(=O)(=O)c1ccc2ccccc2c1	-13	102	0	3	101	21	8	2	-2.3

Brought forward from above: 2 entries; new compounds follow.
SMILES	FID counter	MEKK2 WT-MEK5	GPR7 antag	MEKK2mut PB1 HTS	MEKK3 PB1 HTS	NALP1 inh	PHOSPHO1 block	M18AAP inhibitor	OXTR agonist
COc1cccc2cc(C(=O)C3=C(O)C(=O)N(CCN4CCOCC4)C3c3cccc(Cl)c3)oc12 (stereo unspecified)	-75	96	-8	-1	99	6	20	14	-0.3
CCSC1=NCCN1S(=O)(=O)c1ccc2ccccc2c1	-13	102	0	3	101	21	8	2	-2.3
Cc1nn(-c2ncc(C(F)(F)F)cc2Cl)c(=O)n1-c1ccc(F)cc1	-1	85	-4	-8	93	-14	38	-5	-0.4
CC1(C)CC(=O)C=C(NCc2ccc(C(=O)O)cc2)C1	-3	100	-14	3	97	2	36	-1	0.4
CC(C)(C)c1cc(-c2nc(N)nc(N)n2)cc(C(C)(C)C)c1	-22	104	-18	0	104	17	3	-3	-2.6
Cc1cnccc1CN(C)Cc1nc(Cc2ccccc2Cl)no1	-10	84	8	-10	91	13	39	3	11
CN(Cc1cnn(-c2ccc(F)cc2)c1)Cc1nc(Cc2ccccc2)no1	-28	86	6	-8	97	9	44	-5	1.6
CCOC(=O)C1=C(C)NC(SC)=C(C#N)C1CC(C)C (stereo unspecified)	-18	94	7	-8	98	26	20	1	-3.2
Nc1c(Cl)ncnc1N/N=C/c1ccncc1	2	102	-9	2	100	-8	16	6	0.9
COCCCNC(=S)Nc1ccc2c(c1)OCCO2	-2	112	-1	18	103	2	-16	10	-0.5
O=C(OCCN1C(=O)c2cccc3c(N4CCOCC4)ccc(c23)C1=O)c1ccc(Cl)cc1	1	81	4	-16	99	34	-1	0	5.4
COc1cc(C(=S)N2CCOCC2)ccc1OS(=O)(=O)c1ccccc1[N+](=O)[O-]	3	112	9	5	109	18	8	-1	1.9
COc1cccc2cc(C(=O)NCc3ccccc3Br)c(=O)oc12	3	101	1	-2	100	21	-2	-10	0.8
Cc1cccc(C(C(N)=O)c2ncc(C(F)(F)F)cc2Cl)c1 (stereo unspecified)	-2	98	-4	20	96	-4	51	3	-1.1
Cc1cccc(/C=N/NC(=O)c2ccc(Br)cc2)c1	-8	87	-1	-4	85	23	-16	-5	-1.4
CCN(CC)c1ccc(SS(=O)(=O)O)cc1	1&-2	101&97	2&-3	17&-7	99&93	3&7	106*!	-2&1	0.3&0.4
C/C(=N\NC(=O)c1ccccc1[N+](=O)[O-])c1c(O)cc(C)oc1=O	4	105	-2	0	119	31	10	6	-0.5
Cc1ccc(Cn2nc(C)c(NC(=O)CSc3n[nH]c(C)c3[N+](=O)[O-])c2C)cc1	-8	94	12	-2	95	27	-3	5	-0.3
Cc1cccc(C)c1NC(=O)C1CCN(S(C)(=O)=O)CC1	-1	107	6	12	107	2	19	-14	1.1
O=C(O)c1c(NC(=O)N(CCO)Cc2ccccc2)sc2c1CCCC2	-7	102	-18	-2	94	25	11	-3	0.2
O=C(O)CCCCCNCc1ccncc1	0	111	-10	6	103	16	2	-1	-0.7
COC(=O)c1c(NC(=S)Nc2ccc(F)cc2[N+](=O)[O-])sc2c1CCCCC2	1	113	-7	19	107	3	1	25	-0.6
CCc1ccc2c(c1)C(NC(C)=O)C(=O)N2CCN1CCOCC1 (stereo unspecified)	7	108	-15	9	108	22	23	24	0.6
Cc1cc(=O)[nH]c(COc2ccccc2)n1	-5	98	-3	-6	95	35	31	4	0.4
c1ccc2c(NC3C4CC5CC(C4)CC3C5)nc(N3CCOCC3)nc2c1 (stereo unspecified)	8	117	-9	1	111	13	30	5	-2.4
C/C(=N\NC(N)=O)c1ccccc1	-3	99	-5	-1	99	5	29	-1	1.3
COc1ccc(CCNC(=O)C2CCN(c3nn4c(=O)cc(C)nc4s3)CC2)cc1OC	-14	105	-8	0	101	34	-3	-3	-0.6
Additional compounds follow.
SMILES	FID counter	MEKK2 WT-MEK5	GPR7 antag	MEKK2mut PB1 HTS	MEKK3 PB1 HTS	NALP1 inh	PHOSPHO1 block	M18AAP inhibitor	OXTR agonist
Cc1cccc(C(=O)Oc2csc(=S)n2C(=O)c2cccc(C)c2)c1	-2	83	-7	1	67	3	10	9	2.0
CSc1ccccc1C(=O)C1CCCN(Cc2c(C)n(C)n(-c3ccccc3)c2=O)C1 (stereo unspecified)	6	98	-9	6	102	11	27	-8	0.2
COc1cc(S(=O)(=O)NCc2cccnc2)ccc1F	1	99	-17	1	99	47	9	-7	0.5
Cc1ccc(CNC(=O)c2nnc(Cc3ccc(Cl)cc3)o2)cc1	-13	96	-17	-6	95	.	22	2	1.1
COc1ccc(C(=O)Oc2c(OC)cc(C(=S)N3CCOCC3)cc2OC)cc1OC	-36	100	-5	-1	101	6	-159	23	-0.3
c1ccc(C2Nc3ccccc3C3OCCCC23)cc1 (stereo unspecified)	-18	100	-14	5	101	10	40	8	-2.2
Cc1ccc(/C=N/N2CCN(Cc3ccccc3)CC2)o1	1	99	3	2	100	-6	19	10	0.3
COc1cccc(CN(C(=O)COc2ccccc2[N+](=O)[O-])C2CCS(=O)(=O)C2)c1 (stereo unspecified)	-23	86	-6	-10	96	30	-2	-4	0.2
Cc1ccc(Cc2cncc(O)c2)cc1S(=O)(=O)O	-4	103	-7	-1	103	15	-10	7	0.8
CCCOC1CCCN(C(=O)c2cc(COc3cncc(Cl)c3)on2)C1 (stereo unspecified)	-30	98	-9	-3	99	-86	.	5	.
Cc1ccc(S(=O)(=O)N2CCN(S(=O)(=O)c3ccc(C)cc3)C3OCCOC32)cc1 (stereo unspecified)	-1	115	1	9	109	1	-18	4	-0.1
CN(C)c1cccc(C(=O)OCC(=O)Nc2ccccc2Sc2ccccc2)c1	-6	110	4	3	102	40	-3	3	-1.6
COc1cc(C2NC(=O)NC(c3ccccc3)=C2C(C)=O)c(Br)c(Br)c1O (stereo unspecified)	-21	106	0	2	104	19	14	0	-0.9
Cc1ccc(S(=O)(=O)c2nc(-c3ccccc3)oc2SCC(=O)NCC2CCCO2)cc1 (stereo unspecified)	-41	105	-5	1	104	19	26	-12	0.0
CCOc1ccc(C(=S)N2CCCC2)cc1OC	-4	100	-5	-2	95	16	18	-4	0.0
COc1cc2c(cc1OC)C(C)N(CC(=O)Nc1ccc(S(=O)(=O)N3CCCC3)cc1)CC2 (stereo unspecified)	-1	108	-8	6	103	16	23	2	3.7
Cc1cc(N)nc(C)c1C#N	-2	99	-22	0	103	2	26	1	0.3
COc1cccc(C2=NOC(C(=O)Nc3cccc(C(C)=O)c3)C2)c1 (stereo unspecified)	-12	105	1	4	104	31	15	-6	1.9
Cc1cc(C(=O)Nc2nccs2)c2cc(F)ccc2n1	-2	95	-10	-1	101	.	47	9	0.9
Nc1nonc1-n1nnc(C(=O)N/N=C/c2cc(Br)ccc2O)c1CNc1ccccc1	15	104	1	4	106	-11	28	4	-0.2
Cc1ccc(S(=O)(=O)N/N=C\c2ccc(C)o2)cc1	-7	100	6	1	98	-5	-4	4	-0.6
CC(C(=O)N1CCN(C=O)CC1)N1C(=O)c2ccccc2C1=O (stereo unspecified)	-5	103	3	-9	96	4	-8	-3	-0.5
Cc1c(C(=O)NCCN2CCOC2=O)oc2c(F)cccc12	-1	98	5	-2	98	13	-20	5	-0.9

MEKK3 PB1 HTS: what is marked active above.
Structure | MEKK2 WT-MEK5 | GPR7 antag | MEKK2mut PB1 HTS | MEKK3 PB1 HTS | NALP1 inh | PHOSPHO1 block | M18AAP inhibitor
CC(CNC(=O)CC(C)(C)C)NC(=O)CC(C)(C)C (stereo unspecified) | 102 | -16 | 7 | 123* | 9 | -10 | -5

Not a hit list; overall some 6.2% were active at least once.
